# High-throughput results as filed in PubChem BioAssay.
# PhoP GFP inhibition = PhoP regulon inhibitors, Salmonella typhi PhoP promoter GFP reporter, confirmatory (AID 1850); Salmonella Typhi PhoP-promoter GFP reporter, fluorescence, 4 h; higher % means a stronger effect; inhibition, % at 50 µM; hits with a dose series show IC50 in µM; 310,000 compounds, 0.33% hits; in the data active = a potency from the dose series; inconclusive = inhibition mostly from about 25% at the one dose, without a potency; inactive = the rest, 99 in 100 with inhibition below about 19%;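 note: 0% = induced wells with vehicle and 100% = uninduced wells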
# VEEV TC-83 Vero = inhibitors of VEEV TC-83 cytopathic effect, confirmation, Vero cells (AID 588727) | Vero cells, VEEV TC-83 cytopathic effect inhibition; higher % means a stronger effect | inhibition, % at 20 µM; hits with a dose series show IC50 in µM | 350,000 compounds, 0.13% hits; in the data active = a potency from the dose series; inconclusive = inhibition mostly from about 14% at the one dose, without a potency; inactive = the rest, 99 in 100 with inhibition below about 12%; note: strong numbers were not always called active
# M. tuberculosis HTS = M. tuberculosis growth inhibition, HTS (AID 449762). inhibition, % at 25 µM, or IC50 in µM where a hit was titrated. 330,000 compounds, 0.59% hits. M. tuberculosis H37Rv growth inhibition, 7H9 media; higher % means a stronger effect; in the data active = a potency from the dose series; inconclusive = inhibition above about 70% without an active follow-up result;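 note: bacterial growth assessed after seven days of incubation; strong numbers were not always called active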
# influenza NS1A = NS1A inhibition, H1N1 influenza, cell based functional assay (AID 504329); NS1A functional cell-based assay, percent inhibition; higher % means a stronger effect; one-dose inhibition, % at 12.5 µM; IC50 in µM for titrated hits; 340,000 compounds, 0.3% hits; in the data active = a potency from the dose series; inconclusive = inhibition above about 27% without an active follow-up result; note: strong numbers were not always called active
# M. tuberculosis = growth inhibition of non-replicating M. tuberculosis (AID 488890). inhibition, % at 25 µM, or IC50 in µM where a hit was titrated. 320,000 compounds, 0.39% hits. Mycobacterium tuberculosis non-replicating, growth inhibition; higher % means a stronger effect; in the data active = a potency from the dose series; inconclusive = inhibition mostly from about 82% at the one dose, without a potency; inactive = the rest, 99 in 100 with inhibition below about 76%;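 note: plate controls were DMSO cells for no effect and high antibiotic wells for full effect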
# VEEV TC-83 Vero 10K pilot screen = also measured in VEEV TC-83 Vero; calls as there; inhibition, %; measured here: 10K pilot screen inhibition
# Active calls of the source: *; i = inactive; ? = inconclusive; . = no result given.
SMILES,PhoP GFP inhibition,VEEV TC-83 Vero,M. tuberculosis HTS,influenza NS1A,M. tuberculosis,others
Fc1ccc(CSc2nnc3ccc(-c4ccncc4)nn23)cc1,4%,0.1%,4%,12%,4%,
Cc1nc(S/C(=C/c2ccc(-c3cc(Cl)ccc3C)o2)C(=O)O)n[nH]1,-12%,1.9%,53%,-8%,11%,
COc1ccc2c(c1)-c1nc(N)sc1CC2,-6%,9.8%,5%,1%,22%,
CC(C)CCn1nnnc1C(C(C)C)N1CCC(C(N)=O)CC1 (stereo unspecified),4%,7.0%,8%,8%,54%,
CCOc1ncccc1C(=O)N(C)CC(=O)Nc1ccc(C)cc1,-10%,1.4%,-1%,-2%,-7%,
Cc1ccc(-c2c(C(=O)NCc3ccccc3)oc(=O)c3ccccc23)cc1,-2%,5.2%,7%,-8%,32%,
O=C(CCS(=O)(=O)c1ccccc1F)Nc1ccc(N2CCN(Cc3ccccc3)CC2)cc1,.,0.3%,17%,-1%,22%,
CCOC(=O)CN(C(=O)CN1CCC(n2nnc3cc(C)ccc32)CC1)c1ccccc1,-15%,0.3%,-3%,8%,37%,
O=C(Nc1ccccc1)c1cccc(N2C(=O)CCC2=O)c1,11%,0.4%,-2%,-16%,-5%,
Cc1ccn2cc(CCNS(=O)(=O)c3ccc4c(c3)CCCC4)nc2c1,-3%,1.7%,5%,4%,28%,VEEV TC-83 Vero 10K pilot screen=0.2
CCOC(=O)N1CCN(CCC(=O)Nc2ccc(OC)cc2OC)CC1,-12%,0.7%,-2%,4%,-3%,
CCN(CC)S(=O)(=O)c1ccc(C(=O)Oc2coc(CSc3nc(C)cc(C)n3)cc2=O)cc1,-2%,2.5%,-2%,2%,29%,
Cc1ccc(S(=O)(=O)N2CCC(C(=O)N3CCC[C@H]3C(=O)NCc3ccccc3)CC2)cc1,-9%,2.1%,3%,0%,4%,VEEV TC-83 Vero 10K pilot screen=1.1
COc1ccc(CCNC(=O)C/C(C)=N/NC(=O)C2CCCCC2)cc1OC,7%,i,-4%,2%,-11%,
COc1ccc(C(=O)NCC(C)NC(=O)c2ccc(OC)c(OC)c2)cc1OC (stereo unspecified),-4%,?,2%,-3%,11%,
CC(=O)Nc1c(O)nc(SCC(=O)Nc2sc3c(c2C#N)CCCCCC3)[nH]c1=O,-6%,1.2%,1%,2%,10%,VEEV TC-83 Vero 10K pilot screen=2.0
CCC(=O)c1ccc(OCC(=O)Nc2cccc(S(=O)(=O)N(C)c3ccccc3)c2)cc1,.,2.5%,0%,2%,1%,
O=C(COc1ncnc2ccccc12)c1ccc(Cl)cc1,3%,3.7%,-4%,0%,-9%,
O=C(CN1CCN(Cc2ccc(F)cc2)CC1)NCCc1ccccc1,-2%,i,5%,-3%,24%,
O=C1c2ccccc2[C@@H]2C[C@@H](O)[C@H](Nc3cccc(Cl)n3)CCN12,.,7.1%,.,-3%,.,
Cc1ccc(S(=O)(=O)NCCCCCC(=O)NCCc2ccccc2)cc1,4%,1.1%,8%,-3%,3%,
O=C(CCCc1ccccc1)NCCCc1ccccc1,-1%,0.3%,-2%,-24%,67%,
COc1ccc2c(c1)CCc1cc(C(=O)N3CCN(c4ccc(N5CCOCC5)nn4)CC3)sc1-2,-2%,5.9%,-2%,4%,.,
CN(c1ccccc1)c1ccc(/C=N/NC(=O)CC#N)cc1,-6%,0.4%,4%,3%,28%,
COc1ccccc1NC(=O)C(C)N1C(=O)C2CCCCC2C1=O (stereo unspecified),.,0.9%,2%,-8%,-20%,
# (listing goes on)
SMILES,PhoP GFP inhibition,VEEV TC-83 Vero,M. tuberculosis HTS,influenza NS1A,M. tuberculosis,others
O=C(NCCOC(=O)c1ccc(Cl)cc1)c1cccnc1,-7%,0.8%,6%,-3%,6%,
C=CCc1c(C)[nH]c2ccc(C)cc2c1=O,5%,i,5%,2%,-5%,
O=C(NCC(=O)N(Cc1cccs1)C(C(=O)NC1CCCCC1)c1ccco1)c1ccco1 (stereo unspecified),3%,i,-3%,9%,21%,
CCc1ccc(NC(=O)COC(=O)c2ccc(Cl)c(S(=O)(=O)N3CCCCCC3)c2)cc1,-2%,1.0%,-13%,6%,23%,
O=C(CCCCl)Nc1c2c(nn1-c1ccccc1)CSC2,1%,3.4%,-1%,1%,-8%,
O=C(CSc1nnc(-c2cccnc2)n1Cc1ccccc1)N1CCOCC1,-6%,0.9%,-10%,0%,-3%,
CCC1(c2ccc(Cl)cc2)NC(=O)N(CC(=O)NC2CCCC(C)C2C)C1=O (stereo unspecified),.,5.5%,.,-3%,.,
CCC1(c2ccccc2)NC(=O)N(CC(=O)Nc2cccc(C#N)c2)C1=O (stereo unspecified),-10%,1.7%,-1%,2%,9%,
Cc1ccc(C)c(NC(=O)CNC(=O)N2CC(=O)Nc3ccccc32)c1,3%,1.6%,-2%,-6%,-4%,
CCCCn1c(N)c(N(CCOC)C(=O)c2ccc(N3CCCC3)c([N+](=O)[O-])c2)c(=O)[nH]c1=O,-5%,0.6%,0%,0%,6%,
Cc1cccc(C(=O)Nc2ccccc2SCC(=O)Nc2ccc(C)c(Cl)c2)c1,-9%,0.2%,-10%,-4%,-5%,
COC(=O)[C@@]1(Cc2ccccc2)[C@H]2C(=O)N(C)C(=O)[C@H]2[C@H]2CN=C(SCC3CC3)N21,.,0.7%,.,-12%,.,
O=C(CN1CCN(S(=O)(=O)c2cccs2)CC1)NCC1CCCCC1,.,4.5%,9%,-14%,11%,
CC1CCCCC1NC(=O)c1cn(C)c2ccc(S(=O)(=O)N3CCOCC3)cc2c1=O (stereo unspecified),4%,6.7%,6%,-1%,11%,
O=C(CCc1ccccc1)Nc1nnc(-c2ccc3c(c2)CCCC3)o1,-9%,i,55%,-11%,.,
CCOn1c(=O)c(-c2ccc(OC)cc2)[n+]([O-])c2ccccc21,4%,4.6%,-2%,8%,?,
CCOC(=O)C1=C(C)NC(C)=C(C(=O)OCC)C1C(=O)OCC(=O)N1CCOCC1,.,i,-3%,-2%,-3%,
O=C(CCN1CCN(c2ccccc2)CC1)Nc1cccc(Br)c1,10%,0.6%,0%,9%,52%,VEEV TC-83 Vero 10K pilot screen=0.1
Cc1nn(C)c(C(=O)N/N=C/c2cccnc2)c1Cl,-3%,3.2%,0%,20%,-3%,
CN(C(=O)CSCC(=O)O)C1CCCCC1,-8%,2.2%,4%,-6%,53%,
COC(=O)Nc1ccc(S(=O)(=O)NC2CCCCC2)cc1,-6%,1.1%,-9%,-9%,-6%,
CC(C)c1ccc(NC(=O)C2C3C=CC4(O3)C2C(=O)N(CCN2CCOCC2)C4C(=O)NC2CCCCC2)cc1 (stereo unspecified),2%,0.5%,-2%,8%,-1%,
CCCCn1c(-c2csc3c2CCC(C)C3)n[nH]c1=S (stereo unspecified),-3%,i,-1%,-3%,7%,VEEV TC-83 Vero 10K pilot screen=2.8
COc1cccc(NC(=S)N/N=C2/CCCCc3ccccc32)c1,.,1.6%,.,-3%,.,
CN1CCN(NC(=O)C23CC4CC(CC(C4)C2)C3)CC1,-8%,0.5%,0%,-9%,-20%,
# Later entries.
SMILES,PhoP GFP inhibition,VEEV TC-83 Vero,M. tuberculosis HTS,influenza NS1A,M. tuberculosis,others
C=CCNC(=O)CN1C(=O)NC(C)(c2ccc(OC)cc2)C1=O (stereo unspecified),0%,i,3%,-7%,3%,
COc1ccc(OCC(=O)Nc2ccccc2OC)cc1,10%,1.0%,5%,-1%,?,
CNc1oc(-c2cccs2)nc1S(=O)(=O)c1ccccc1,-10%,1.6%,-4%,5%,1%,
CC(C)(C)C1CCc2c(C(=O)NNC(=O)CCC(=O)O)csc2C1 (stereo unspecified),2%,1.3%,-4%,-3%,-2%,
COc1ccc(N2C(=O)CC(N3CCN(C(=O)c4ccco4)CC3)C2=O)cc1 (stereo unspecified),2%,0.0%,10%,-2%,-7%,
O=C(O)CN1CCN(Cc2cccc(Cl)c2)C1=O,3%,0.3%,1%,-3%,4%,
Cc1ccc2cc3c(NC(=O)CC(C)C)nn(C)c3nc2c1,-6%,1.5%,2%,2%,-12%,
C/C(=N\NC(=O)c1nnn(-c2nonc2N)c1C(C)C)c1ccncc1,-6%,0.1%,-5%,-5%,1%,
CCC(C(=O)O/N=C(\N)c1ccc(Cl)cc1)c1ccccc1 (stereo unspecified),4%,i,6%,14%,62%,
O=c1c2ccccc2[nH]c(=S)n1CCCN1CCC(Cc2ccccc2)CC1,-2%,i,51%,-2%,66%,
CCOC(=O)c1[nH]c2ccc(F)cc2c1NC(=O)Nc1ccccc1OC,1%,1.1%,2%,-19%,5%,
Cc1cc(C)n(-c2nc3c(c(=O)[nH]c(=O)n3C)n2CC(O)COc2ccc(Cl)cc2Cl)n1 (stereo unspecified),-12%,7.5%,8%,4%,19%,
S=C(Nc1ccccc1Oc1ccccc1)NC1CCCC1,7%,0.1%,8%,-4%,?,
CCOC(=O)c1ccc(NC(=S)NN2CCN(C)CC2)cc1,-6%,0.5%,4%,6%,1%,VEEV TC-83 Vero 10K pilot screen=1.2
Cc1cc(C(=O)N/N=C/c2cc([N+](=O)[O-])cc(C)c2O)n[nH]1,.,1.6%,.,8.8µM*,.,
COC(=O)[C@@H]1C(c2ccccc2)(c2ccccc2)[C@@]1(C)C(=O)OC,-6%,2.5%,4%,2%,16%,
CNC(=S)NNC(=O)Cc1ccc(OC)c(OC)c1,6%,1.9%,-15%,6%,-18%,
COc1ccc2cc1Oc1ccc(cc1)C[C@H]1c3c(cc(OC)c4c3Oc3c(ccc5c3[C@H](C2)N(C)CC5)O4)CCN1C,.,i,4.9µM*,?,?,
N#CC1(c2ccccc2)CCC(=NNS(=O)(=O)c2ccccc2)CC1 (stereo unspecified),.,3.0%,2%,-3%,31%,
O=C(c1cc(F)ccc1F)C1CCCN(C(=O)CSc2ccccn2)C1 (stereo unspecified),-3%,0.3%,3%,-5%,47%,
C[C@H]1CN([C@@H](C)CO)C(=O)c2cccc(NC(=O)c3ccc(-c4nccs4)cc3)c2O[C@@H]1CN(C)C(=O)Nc1cccc2ccccc12,.,9.4%,-4%,-2%,41%,
O=C(C[C@H]1C[C@H](C(=O)N2CCOCC2)[C@@]2(CCC3CCCC3)c3[nH]c4ccc(Cl)cc4c3CCN2C1=O)NCc1ccco1,.,8.3%,.,9%,.,
COc1ccc(C(=O)CSc2nnc(-c3ccc(S(=O)(=O)N4CCOCC4)cc3)o2)cc1,-8%,1.6%,3%,-6%,5%,
COc1ccc(/C=N/NC(=O)c2ccc3c(c2)OCO3)c(C(=O)O)c1OC,5%,0.2%,4%,-4%,38%,
Cc1cc(NC(=O)/C=C/c2ccco2)ccc1NC(=O)c1ccccc1,6%,0.6%,53%,-9%,33%,
# (list continues)
SMILES,PhoP GFP inhibition,VEEV TC-83 Vero,M. tuberculosis HTS,influenza NS1A,M. tuberculosis,others
CC(=O)Nc1ccc(NC(=O)C/C(C)=N/NC(=O)C(=O)Nc2ccc(C)c(Cl)c2)cc1,2%,i,55%,0%,8%,
COc1ccc(NC(=O)Nc2cc3oc4ccccc4c3cc2OC)cc1,-5%,2.6%,6%,10%,-12%,
COC(=O)c1c(NC(=O)C(=O)N2CCCCC2)sc2c1CC(C)(C)OC2,1%,5.7%,6%,7%,18%,
CCCc1c(C(=O)Nc2cc(C)on2)cnn1-c1ccccc1,10%,0.6%,8%,-22%,12%,
CC(=O)N1CCC2(CC1)C(C#N)=C(N)OC1=C2C(=O)CC(C)(C)C1,-5%,0.8%,0%,-8%,48%,
COC(=O)C1CCN(C(=O)/C=C/c2ccc3c(c2)OCO3)CC1,3%,0.8%,-3%,-3%,37%,
Cc1cccc(C)c1OCC(=O)Nc1ccc(NC(=O)c2ccco2)cc1,-4%,0.3%,-3%,-3%,7%,
CC(=O)C1=C(C)NC(SCC(=O)c2ccccc2)=C(C#N)C1CC(C)C (stereo unspecified),0%,9.8%,43%,-21%,-6%,
